GAA850 FXN act: increases GAA850 frataxin promoter reporter activity | HEK293 lucGAA850 FXN promoter luciferase reporter, 24 h; percent of 10 µM SAHA response | activation, % at 6 µM | hit rate 0.56% among 360,000 | AID 540364;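 active = activation above the average of all compounds screened plus 3 SD, cutoff fixed separately per campaign, cut at about 7.5% in these data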;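 also: 0% = DMSO wells and 100% = 10 µM SAHA wells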
NR1D1 modulator: modulators of human Rev-erb alpha DNA binding; P20393; Rev-erbα–FITC-DNA binding, fluorescence polarization, 90 min; activity, % at 10 µM; hit rate 0.79% among 370,000;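 active = activity above about 14%, limit read from the data; passing the limit was not always enough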;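 also: 0% = DMSO wells with 35 nM protein and 100% = DMSO wells with 750 nM protein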
hcDAF-12 act: activators of H. contortus DAF-12 nuclear receptor; hit rate 1.4% among 370,000; activation, % at 6.8 µM; HEK293 hcDAF-12 lit1-tk-luc reporter, luminescence; 0% DMSO, 100% Δ7-dafachronic acid;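 active = activation above the mean of all tested compounds plus 3 SD, cut at about 5.5% in these data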;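 also: 100% = response to 3 µM Δ7-dafachronic acid high control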
PLCb3 inh: PLC-beta3 (human) inhibition, primary screen; Q01970; inhibition, % at 12.2 µM; hit rate 0.18% among 370,000; Purified PLC-beta3, fluorogenic substrate, fluorescence; in the data active = inhibition above about 11%;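 also: 0% = median of compound wells on plate and 100% = full blocker control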
SMARCA2 activ: activators of SMARCA2 function. MG213 cells, MMTV-luciferase reporter, dexamethasone, overnight. activation, % at 9.1 µM. hit rate 1% among 370,000; in the data active = activation above about 7.8%;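 also: 0% = vehicle wells and 100% = reference activator wells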
ssDAF-12 act: activates DAF-12 receptor from parasite S. stercoralis | activation, % at 6.8 µM | HEK293 ssDAF-12/GRIP1 lit1-tk-luc reporter, luminescence; % of 3 µM dafachronic acid response | AID 652126 | hit rate 1% among 370,000;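 active = activation above the mean over all tested compounds plus 3 SD, cut at about 0.9% in these data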;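 also: 0% = DMSO-only wells and 100% = 3 µM delta7-dafachronic acid wells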
PG9 binder: binds the HIV-1 gp120 antibody PG9. TR-FRET gp120-PG9 antibody binding. inhibition, % at 6.7 µM. hit rate 0.43% among 360,000. AID 624416; in the data active = inhibition above about 8.5%
hgDAF12 agonist: activates the H. glycines DAF-12 receptor ligand-binding domain | HEK293 GAL4-hgDAF12 UAS-luciferase reporter, agonist luminescence; normalized to butyrate control | activation, % at 6.8 µM | hit rate 1.8% among 370,000 | AID 687014;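 active = activation above a cutoff set at the mean of all screened compounds plus 3 SD, cut at about 10% in these data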;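 also: 0% = DMSO wells and 100% = sodium butyrate wells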
DAX1 inh-1: blocks DAX1 repression of SF-1 activated StAR promoter | hit rate 1.1% among 370,000 | HEK293T StAR-luciferase reporter, SF-1/DAX-1 repression relief | AID 652010 | inhibition, % at 6.8 µM;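 active = inhibition above the mean over all tested compounds plus 3 SD, cut at about 3.6% in these data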;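 also: 0% = DAX-1 cells with DMSO and 100% = cells lacking DAX-1 with DMSO; higher inhibition means more luminescence from relief of DAX-1 repression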
sPLA2-III inh: Inhibits HGIII-sPLA2 liposome hydrolysis, primary screen. inhibition, % at 12.2 µM. Q9NZ20. hit rate 0.56% among 370,000. QFRET BODIPY PC-A2 liposome hydrolysis, fluorescence;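 active = inhibition above mean plus 3 SD of compounds lying within the high and low control bounds, cut at about 19% in these data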;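 also: 0% = median of test compound wells and 100% = no enzyme DMSO wells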
Target sequence (Q9NZ20 whole entry, looked up): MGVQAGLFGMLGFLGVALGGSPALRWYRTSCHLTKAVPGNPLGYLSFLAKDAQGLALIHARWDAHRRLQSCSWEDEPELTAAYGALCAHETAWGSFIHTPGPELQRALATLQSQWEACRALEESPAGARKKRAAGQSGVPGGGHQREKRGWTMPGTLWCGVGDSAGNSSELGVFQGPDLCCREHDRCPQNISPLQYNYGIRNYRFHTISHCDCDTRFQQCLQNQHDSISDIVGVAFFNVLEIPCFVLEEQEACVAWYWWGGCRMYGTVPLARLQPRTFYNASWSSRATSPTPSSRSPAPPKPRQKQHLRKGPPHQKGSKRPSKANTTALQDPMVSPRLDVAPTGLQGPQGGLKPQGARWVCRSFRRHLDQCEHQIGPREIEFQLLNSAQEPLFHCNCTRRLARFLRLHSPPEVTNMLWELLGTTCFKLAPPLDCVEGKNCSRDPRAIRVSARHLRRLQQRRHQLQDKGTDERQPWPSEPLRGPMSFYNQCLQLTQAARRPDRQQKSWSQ
DAX1 inh-2: NR0B1 (DAX1) inhibition; AID 504766; inhibition, % at 6.75 µM; hit rate 0.99% among 340,000; P51843; HEK293 Gal4-DAX1 luciferase reporter, luminescence;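 active = inhibition above the mean over all tested compounds plus 3 SD, cut at about 4.2% in these data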;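 also: 0% = DAX1-transfected cells with DMSO and 100% = empty-vector control cells with DMSO; inhibition shows as a rise in luminescence from relieved DAX1 repression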
Target sequence (P51843 207-470 limits assumed): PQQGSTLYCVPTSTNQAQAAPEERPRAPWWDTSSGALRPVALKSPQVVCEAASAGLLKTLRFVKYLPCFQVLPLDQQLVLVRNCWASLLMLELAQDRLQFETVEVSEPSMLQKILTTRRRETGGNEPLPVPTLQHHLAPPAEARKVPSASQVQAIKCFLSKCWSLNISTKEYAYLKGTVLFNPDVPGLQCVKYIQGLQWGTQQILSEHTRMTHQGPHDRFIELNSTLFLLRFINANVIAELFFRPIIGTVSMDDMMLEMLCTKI
An asterisk follows results filed as active.

What do the screens show for `O=C(CSc1ncc(-c2ccc(F)cc2)[nH]1)Nc1cccc(O)c1`?
GAA850 FXN act: -0.1; NR1D1 modulator: 0; hcDAF-12 act: -1.7; PLCb3 inh: 0; SMARCA2 activ: 0; ssDAF-12 act: -0.9; PG9 binder: 0.9; hgDAF12 agonist: -3.3; DAX1 inh-1: 0.3; sPLA2-III inh: -20; DAX1 inh-2: -2.0

Results for Cn1ccnc1SCc1cc(=O)[nH]c2ccccc12 ?
GAA850 FXN act: -0.2; NR1D1 modulator: -1; hcDAF-12 act: 4.4; PLCb3 inh: 2; SMARCA2 activ: -2; ssDAF-12 act: -1.1; PG9 binder: 0.0; hgDAF12 agonist: 2.1; DAX1 inh-1: 0.7; sPLA2-III inh: 7; DAX1 inh-2: -0.3

How did CCOC(=O)CC1ON(C)C(=O)N1c1ccc([N+](=O)[O-])cc1 (stereo not given) do in these assays?
GAA850 FXN act: 0.3; NR1D1 modulator: 0; hcDAF-12 act: -0.2; PLCb3 inh: 5; SMARCA2 activ: 2; ssDAF-12 act: -0.9; PG9 binder: -0.9; hgDAF12 agonist: -2.1; DAX1 inh-1: -0.7; sPLA2-III inh: 2; DAX1 inh-2: -0.2

Results for CCOC(=O)c1sc(NC(NC(=O)c2ccco2)(C(=O)OC)C(F)(F)F)nc1C (stereo not given) ?
GAA850 FXN act: 2.4; NR1D1 modulator: -9; hcDAF-12 act: -0.6; PLCb3 inh: 2; SMARCA2 activ: 0; ssDAF-12 act: -1.3; PG9 binder: 0.3; hgDAF12 agonist: -2.8; DAX1 inh-1: -0.3; sPLA2-III inh: 0; DAX1 inh-2: -0.5

What do the screens show for `COc1ccccc1N1CCN(S(=O)(=O)c2ccc(Cl)s2)CC1`?
GAA850 FXN act: 1.9; NR1D1 modulator: -3; hcDAF-12 act: -0.1; PLCb3 inh: 4; SMARCA2 activ: -5; ssDAF-12 act: -1.5; PG9 binder: -1.1; hgDAF12 agonist: 1.9; DAX1 inh-1: -0.3; sPLA2-III inh: -4; DAX1 inh-2: 0.6

Results for OC1(c2cccnc2)CCN(Cc2nnnn2Cc2ccccc2)CC1 ?
GAA850 FXN act: -0.9; NR1D1 modulator: 2; hcDAF-12 act: 3.9; PLCb3 inh: -7; SMARCA2 activ: 1; ssDAF-12 act: -1.4; PG9 binder: 3.5; hgDAF12 agonist: 0.2; DAX1 inh-1: -0.4; sPLA2-III inh: 0; DAX1 inh-2: 0.7

Results for O=C(CN1CCN(S(=O)(=O)c2ccccc2F)CC1)NC1CCCC1 ?
GAA850 FXN act: 1.5; NR1D1 modulator: 1; hcDAF-12 act: -1.2; PLCb3 inh: 0; SMARCA2 activ: 0; ssDAF-12 act: -1.1; PG9 binder: -2.6; hgDAF12 agonist: -1.7; DAX1 inh-1: 0.9; sPLA2-III inh: -1; DAX1 inh-2: 0.8

How did N#Cc1c2ccc(OCC(=O)NCc3ccco3)cc2n2ccccc12 do in these assays?
GAA850 FXN act: -0.8; NR1D1 modulator: -2; hcDAF-12 act: 0.0; PLCb3 inh: inactive; SMARCA2 activ: 1; ssDAF-12 act: -1.7; PG9 binder: -2.8; hgDAF12 agonist: 2.3; DAX1 inh-1: -0.5; sPLA2-III inh: -1; DAX1 inh-2: 0.3

How did NC(Cc1ccc(OC(F)F)cc1)C(=O)O (stereo not given) do in these assays?
GAA850 FXN act: -1.0; NR1D1 modulator: -5; hcDAF-12 act: -0.6; PLCb3 inh: -5; SMARCA2 activ: 1; ssDAF-12 act: -0.2; PG9 binder: 0.3; hgDAF12 agonist: 0.0; DAX1 inh-1: -0.2; sPLA2-III inh: -5; DAX1 inh-2: -0.7

What do the screens show for `CCOC(=O)c1cc2c(ccn2C)n1CC(=O)N1CCC(C)CC1`?
GAA850 FXN act: -1.8; NR1D1 modulator: 7; hcDAF-12 act: -0.9; PLCb3 inh: -7; SMARCA2 activ: -6; ssDAF-12 act: -0.4; PG9 binder: -1.8; hgDAF12 agonist: 1.5; DAX1 inh-1: -0.2; sPLA2-III inh: -8; DAX1 inh-2: 0.1

Results for CCCCc1ccc(NC(=O)C2CCCC2)cc1 ?
GAA850 FXN act: 3.2; NR1D1 modulator: -1; hcDAF-12 act: 0.6; PLCb3 inh: -2; SMARCA2 activ: 7.8*; ssDAF-12 act: -0.7; PG9 binder: 1.2; hgDAF12 agonist: 5.5; DAX1 inh-1: 0.6; sPLA2-III inh: 3; DAX1 inh-2: 2.2

How did CCc1cc2ccc(C)cc2nc1SCC(=O)N1CCN(C(=O)c2ccco2)CC1 do in these assays?
GAA850 FXN act: 0.8; NR1D1 modulator: -4; hcDAF-12 act: -1.2; PLCb3 inh: 0; SMARCA2 activ: -1; ssDAF-12 act: -1.4; PG9 binder: 1.5; hgDAF12 agonist: -3.0; DAX1 inh-1: -0.9; sPLA2-III inh: -4; DAX1 inh-2: -0.6

What do the screens show for `CCCCN1Cc2cc(C(=O)c3cc(F)ccc3O)cnc2NC1=O`?
GAA850 FXN act: 0.2; NR1D1 modulator: -1; hcDAF-12 act: -1.2; PLCb3 inh: -40; SMARCA2 activ: 0; ssDAF-12 act: -1.7; PG9 binder: -1.4; hgDAF12 agonist: 3.9; DAX1 inh-1: -0.5; sPLA2-III inh: -8; DAX1 inh-2: -0.8

Results for CCCCN1C2CCCC1CC(NC(=O)c1ccc(OC)c(OC)c1)C2 (stereo not given) ?
GAA850 FXN act: -0.7; NR1D1 modulator: 0; hcDAF-12 act: -1.3; PLCb3 inh: 1; SMARCA2 activ: -1; ssDAF-12 act: -0.8; PG9 binder: -0.5; hgDAF12 agonist: 1.8; DAX1 inh-1: 0.7; sPLA2-III inh: 3; DAX1 inh-2: 3.1

Results for Cc1ccccc1NC(=O)c1cc(S(=O)(=O)Nc2cccc(C(=O)O)c2)ccc1Cl ?
GAA850 FXN act: 0.2; NR1D1 modulator: -6; hcDAF-12 act: 1.5; PLCb3 inh: -5; SMARCA2 activ: -2; ssDAF-12 act: -0.8; PG9 binder: -2.3; hgDAF12 agonist: -0.7; DAX1 inh-1: -0.1; sPLA2-III inh: -4; DAX1 inh-2: 0.1

Results for CCNC(=S)NCCN1CCOCC1 ?
GAA850 FXN act: -0.4; NR1D1 modulator: -1; hcDAF-12 act: -2.3; PLCb3 inh: 12*; SMARCA2 activ: -4; ssDAF-12 act: -1.2; PG9 binder: -1.1; hgDAF12 agonist: -3.2; DAX1 inh-1: 0.3; sPLA2-III inh: -4; DAX1 inh-2: -0.2

How did COc1ccc(/C=C/C(=O)OCC(=O)N2c3ccccc3CC2C)cc1OC (stereo not given) do in these assays?
GAA850 FXN act: -0.8; NR1D1 modulator: -4; hcDAF-12 act: 0.7; PLCb3 inh: 2; SMARCA2 activ: -1; ssDAF-12 act: -1.2; PG9 binder: -1.7; hgDAF12 agonist: 1.7; DAX1 inh-1: -0.3; sPLA2-III inh: 1; DAX1 inh-2: -0.1

What do the screens show for `Cc1ccc(S(=O)(=O)NCCc2nc3ccccc3[nH]2)cc1`?
GAA850 FXN act: 0.7; NR1D1 modulator: -2; hcDAF-12 act: 0.0; PLCb3 inh: 2; SMARCA2 activ: -1; ssDAF-12 act: -0.8; PG9 binder: -0.8; hgDAF12 agonist: -1.6; DAX1 inh-1: 0.1; sPLA2-III inh: -4; DAX1 inh-2: -0.9

What do the screens show for `CC(C)(C)c1ccc(SCC(N)=O)cc1`?
GAA850 FXN act: -0.3; NR1D1 modulator: -2; hcDAF-12 act: -1.5; PLCb3 inh: 2; SMARCA2 activ: 2; ssDAF-12 act: -1.2; PG9 binder: 1.4; hgDAF12 agonist: 0.8; DAX1 inh-1: 0.6; sPLA2-III inh: 9; DAX1 inh-2: 0.3

What do the screens show for `OCCN1CCN(Cc2nc(-c3cccc(Cl)c3)no2)CC1`?
GAA850 FXN act: 1.3; NR1D1 modulator: -2; hcDAF-12 act: 4.3; PLCb3 inh: -1; SMARCA2 activ: -2; ssDAF-12 act: -0.8; PG9 binder: -0.3; hgDAF12 agonist: 4.1; DAX1 inh-1: 0.2; sPLA2-III inh: -1; DAX1 inh-2: -0.1

What do the screens show for `CC(C)CC(NC(=O)c1ccc(Cl)cc1)C(=O)O` (stereo not given)?
GAA850 FXN act: 0.7; NR1D1 modulator: -6; hcDAF-12 act: 0.1; PLCb3 inh: 1; SMARCA2 activ: 1; ssDAF-12 act: -1.1; PG9 binder: -2.3; hgDAF12 agonist: 0.4; DAX1 inh-1: 0.8; sPLA2-III inh: -1; DAX1 inh-2: 1.6

What do the screens show for `COc1cccc(CNC(=O)CSc2ccc(-c3ccco3)nn2)c1`?
GAA850 FXN act: 1.1; NR1D1 modulator: 5; hcDAF-12 act: -0.8; PLCb3 inh: -7; SMARCA2 activ: 3; ssDAF-12 act: -1.6; PG9 binder: -0.2; hgDAF12 agonist: -0.8; DAX1 inh-1: -0.8; sPLA2-III inh: -1; DAX1 inh-2: 0.2

What do the screens show for `CCOC(=O)c1cnn(-c2ccccc2)c1NC(=O)CSc1nnc(-c2cccs2)n1CC`?
GAA850 FXN act: -1.4; NR1D1 modulator: -4; hcDAF-12 act: -1.1; PLCb3 inh: 3; SMARCA2 activ: 0; ssDAF-12 act: -1.1; PG9 binder: 0.3; hgDAF12 agonist: 0.4; DAX1 inh-1: -0.3; sPLA2-III inh: 1; DAX1 inh-2: 0.3

What do the screens show for `OC[C@@H]1CN(Cc2ccccc2)C[C@H](n2cnc3c(NC4CCCC4)ncnc32)O1`?
GAA850 FXN act: -1.4; NR1D1 modulator: -2; hcDAF-12 act: -0.9; PLCb3 inh: 3; SMARCA2 activ: -3; ssDAF-12 act: -1.4; PG9 binder: -0.4; hgDAF12 agonist: -1.2; DAX1 inh-1: 0.0; sPLA2-III inh: -3

How did CCOC(=O)CSc1nnc(CNc2ccc(Cl)cc2)n1-c1ccccc1 do in these assays?
GAA850 FXN act: -2.0; NR1D1 modulator: -3; hcDAF-12 act: -1.8; PLCb3 inh: 2; SMARCA2 activ: 0; ssDAF-12 act: -1.3; PG9 binder: -1.8; hgDAF12 agonist: 5.2; DAX1 inh-1: -0.1; sPLA2-III inh: -10; DAX1 inh-2: -1.2

Results for CC1CCN(CCCNC(=O)Cn2ncc3c([nH]c4ccccc43)c2=O)CC1 ?
GAA850 FXN act: 1.7; NR1D1 modulator: -1; hcDAF-12 act: 1.8; PLCb3 inh: -8; SMARCA2 activ: -5; ssDAF-12 act: -0.8; PG9 binder: 1.7; hgDAF12 agonist: 0.8; DAX1 inh-1: -0.2; sPLA2-III inh: 7; DAX1 inh-2: 1.2

Results for Cc1cccc(NC(=O)c2ccc(S(=O)(=O)NCc3cccnc3)cc2)c1 ?
GAA850 FXN act: -0.3; NR1D1 modulator: 3; hcDAF-12 act: -3.4; PLCb3 inh: -6; SMARCA2 activ: -3; ssDAF-12 act: -1.7; PG9 binder: 0.3; hgDAF12 agonist: 1.8; DAX1 inh-1: -0.4; sPLA2-III inh: -6; DAX1 inh-2: -1.6

Results for Cn1ncc(Br)c1C(=O)NC1CCCCC1 ?
GAA850 FXN act: 1.1; NR1D1 modulator: 0; hcDAF-12 act: 1.8; PLCb3 inh: -2; SMARCA2 activ: -3; ssDAF-12 act: -1.1; PG9 binder: -2.9; hgDAF12 agonist: -1.2; DAX1 inh-1: 0.0; sPLA2-III inh: -2; DAX1 inh-2: 0.4

Screening data from PubChem.

No enrichment for hits; 7% or so of the library scored in one or more.
